Bioassay records: PubChem, several laboratories
Rin1-Abl PPI inh: inhibitors of human Rin1-Abl protein interaction; P00519+Q13671; TR-FRET Rin1/Abl binding, biochemical; inhibition, % at 7.35 µM; 360,000 tested, 0.4% active; AID 588664; in the data active means inhibition above about 5%, passing the limit was not always enough
SUMO1-SIM PPI: modulators of human SUMO1-mediated protein-protein interactions. P63165. SUMO1 binding to a labelled peptide, TR-FRET, 1 h. inhibition, % at 20 µM. 360,000 tested, 0.33% active; in the data active means inhibition above about 37%
Target sequence (P63165 whole entry, looked up): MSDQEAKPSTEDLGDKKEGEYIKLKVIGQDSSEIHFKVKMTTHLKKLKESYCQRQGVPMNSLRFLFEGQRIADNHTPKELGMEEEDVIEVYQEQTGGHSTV
DNMT1 block: DNMT1 (human) enzyme inhibition; inhibition (reported as % activation of signal), % at 10 µM; 360,000 tested, 0.83% active; DNMT1 molecular beacon, Hinp1I cleavage, fluorescence; in the data active means inhibition above about 50%
Neddyl block: blocks human cullin neddylation. P61081+Q13564. 360,000 tested, 0.58% active. TR-FRET cullin neddylation, biochemical. calls only at 25 µM; in the data active means inhibition above about 36%
NadD inh: NadD (S. aureus) enzyme inhibition. purified NadD enzyme, colorimetric absorbance read-out. inhibition, % at 20 µM. 360,000 tested, 0.78% active; in the data active means inhibition above about 26%; further: some compounds past the cut are filed as inactive
CSN inh: blocks human CSN-mediated cullin deneddylation; inhibition, % at 12.5 µM; Purified CSN, SCF-Nedd8-OG deneddylation, fluorescence polarization; 360,000 tested, 0.38% active; AID 651999;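 active means pattern-corrected inhibition above about 35%, with an unprinted fluorescence ratio check between 0.5 and 1.5, limit read from the data, passing the limit was not always enough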;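 further: 0% = enzyme with substrate and 100% = substrate without enzyme; some results filed as inactive read as strong as hits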
Target sequence (Q92905 whole entry, looked up, one chain of several): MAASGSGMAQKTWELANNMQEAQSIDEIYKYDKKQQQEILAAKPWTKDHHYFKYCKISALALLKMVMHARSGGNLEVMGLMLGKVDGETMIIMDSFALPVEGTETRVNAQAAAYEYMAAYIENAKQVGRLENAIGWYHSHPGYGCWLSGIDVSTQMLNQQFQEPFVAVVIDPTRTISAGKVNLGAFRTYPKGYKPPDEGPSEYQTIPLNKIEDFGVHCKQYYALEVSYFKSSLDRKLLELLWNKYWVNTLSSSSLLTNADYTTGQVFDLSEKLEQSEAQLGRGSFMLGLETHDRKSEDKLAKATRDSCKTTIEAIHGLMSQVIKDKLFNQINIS
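Assay system: HEK293T-derived human Csn5 enzyme; quantity: 0.24 nM enzyme; medium: Tris/NaCl/DTT buffer, pH 7.5; also added: substrate SCFSkp2-Nedd8OG, 10 nM; doses: 12.5 µM compound; schedule: 90 min reaction at room temperature; signal: FP; read-out: % inhibition of substrate cleavage by Csn5; benchmarks: substrate-only high control, full reaction low control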
STEP inh: inhibitors of human striatal-enriched phosphatase STEP; inhibition, % at 20 µM; recombinant STEP, OMFP fluorogenic substrate, fluorescence; P54829; 360,000 tested, 0.25% active;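 active means inhibition at 20 µM, scaled per plate between control wells, above about 37%, limit read from the data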;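 further: 0% = DMSO with enzyme and substrate and 100% = substrate only without enzyme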
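Material: STEP (striatal-enriched tyrosine phosphatase) enzyme, cell-free | Medium: 50 mM Bis-Tris pH 6.0 with 2.5 mM DTT and 0.005% Tween 20 | Read-out: Percent inhibition scaled to no-enzyme and uninhibited-enzyme controls, plate-pattern corrected | Signal: Fluorescence read at 480 nm ex / 540 nm em | Times: 20 min reaction, room temperature, in the dark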
Rpn11 inh: blocks the human proteasome subunit Rpn11; human 26S proteasome, Ub4-pepOG fluorescence polarization; 20S core pre-blocked with epoxomicin; calls only at 20 µM; O00487; 360,000 tested, 0.59% active; AID 588493;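 active means inhibition at 20 µM, scaled to each plate's controls, above about 33%, limit read from the data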
Target sequence (O00487 whole entry, looked up): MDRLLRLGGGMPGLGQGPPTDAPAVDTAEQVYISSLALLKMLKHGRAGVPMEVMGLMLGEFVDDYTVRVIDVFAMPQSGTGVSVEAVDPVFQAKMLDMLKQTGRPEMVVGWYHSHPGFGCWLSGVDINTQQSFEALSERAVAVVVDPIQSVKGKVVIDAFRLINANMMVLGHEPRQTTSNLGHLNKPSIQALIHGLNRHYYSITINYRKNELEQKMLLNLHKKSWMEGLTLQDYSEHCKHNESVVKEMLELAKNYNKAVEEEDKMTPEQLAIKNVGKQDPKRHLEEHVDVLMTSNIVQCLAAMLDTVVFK
Scp-1 inhibitor: blocks human Scp-1 phosphatase activity | Q9GZU7 | Recombinant Scp1, phosphopeptide, malachite green phosphate absorbance | inhibition, % at 20 µM | 340,000 tested, 0.88% active;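 active means inhibition above about 50% at 20 µM, limit read from the data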;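 further: plate controls were DMSO wells with enzyme for no effect and wells lacking enzyme for full effect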
Target sequence (Q9GZU7 76-261 limits assumed): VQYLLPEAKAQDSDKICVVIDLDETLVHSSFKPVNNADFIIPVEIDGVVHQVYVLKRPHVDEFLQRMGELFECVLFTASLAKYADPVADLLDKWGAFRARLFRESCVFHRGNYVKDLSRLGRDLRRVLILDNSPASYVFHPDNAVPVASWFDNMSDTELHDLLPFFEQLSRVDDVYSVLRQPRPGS
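Assay system: SCP-1 catalytic fragment, aa 76-261 | Buffer or medium: Tris acetate buffer pH 5.5 with MgCl2 and Tween-20 | Compound: One concentration, 20 µM, with 1.0% DMSO | Also added: Phospho 17-mer peptide substrate | Signal: Absorbance at 630 nm | Incubation: 45 min enzyme reaction at room temperature | Measure: % inhibition of SCP-1 phosphate liberation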
LMPTP block: LMPTP (human) inhibition | P24666 | recombinant LMPTP-A, OMFP fluorogenic substrate, fluorescence intensity | inhibition, % at 20 µM | 360,000 tested, 0.22% active | AID 651560;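 active means compounds that cut the enzyme signal by at least half of the control window in the single-dose screen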;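 further: plate controls were DMSO wells with enzyme plus substrate for no effect and substrate without enzyme for full effect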
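Test system: LMPTP-A, protein tyrosine phosphatase of low molecular weight; Input: 0.625 nM enzyme; Incubation: 50 min dark incubation at room temperature; Signal: endpoint fluorescence intensity from OMFP dephosphorylation; Read-out basis: % inhibition versus control wells.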
The depositor's hits bear a star; i = inactive; . = not tested or not shown; + = active, no number; & = joins results of further samples.

Neddyl block	Scp-1 inhibitor	SUMO1-SIM PPI	Rin1-Abl PPI inh	STEP inh	DNMT1 block	LMPTP block	NadD inh	CSN inh	Rpn11 inh	SMILES
i	-11	0	1	-4	-2	0.9	39*	0	i	CC1CCc2c(sc(NC(=O)Cn3nc(C(=O)O)c4ccccc4c3=O)c2C#N)C1 (stereo not drawn)
i	-2	1	-1	-2	-6	-0.5	-7	-2	i	CC1(NC(=O)COc2ccccc2-c2ccccc2)CCS(=O)(=O)C1 (stereo not drawn)
i	.	-2	-2	2	2	-2.7	3	0	i	C[C@@H]1CN([C@H](C)CO)S(=O)(=O)c2ccc(-c3cccc(C(=O)N(C)C)c3)cc2O[C@H]1CN(C)C(=O)Nc1ccc(F)cc1
i	-6	16	2	-4	2	0.3	-4	-1	i	O=C(NCc1cccc(C(F)(F)F)c1)N1CCN(C(=O)c2ccccc2)CC1
i	-1	3	3	6	-2	-0.8	-1	-3	i	CCS(=O)(=O)N1CCC(C(=O)N2CCN(c3ccccc3)CC2)CC1
i	-8	19	3	-2	4	-0.2	-1	-1	i	CC(C)CCn1c(SCC#N)nc2c(sc3ccccc32)c1=O
i	20	11	3	3	7	10	2	-4	i	CCn1c(SCC(=O)c2ccc(O)c(O)c2)nnc1-c1ccccc1OC
i	-1	-2	2	-3	-3	-0.3	0	-1	i	COc1cccc2cc(C(=O)c3ccccc3)oc12
i	4	4	1	1	1	-1.9	-6	3	i	O=C(CCCc1c[nH]c2ccccc12)N[C@@H](Cc1c[nH]c2ccccc12)C(=O)O
i	-5	7	3	-2	0	-0.9	-6	0	i	C/C(=N\NC(=O)Cc1ccc(Br)cc1)c1cccnc1
i	6	-8	-2	-2	12	0.8	-3	5	i	Cc1ccc(C(CCN)c2ccco2)cc1 (stereo not drawn)
i	.	1	2	-2	4	-4.0	2	4	i	O=C(NCc1ccccc1Cl)c1ccc2nc([C@@H]3O[C@H](CO)[C@@H](O)[C@H]3O)[nH]c2c1
i	3	3	1	0	1	-1.8	-2	4	i	Cc1cc(S(=O)(=O)N2CCOCC2)ccc1OCC(=O)N1CCOCC1
i	-12	5	4	-1	-1	3.8	-7	1	i	O=S(=O)(c1cccc(COc2ccc(Cl)cc2Cl)c1)N1CCOCC1
i	-4	4	1	0	3	-1.5	-6	1	i	COc1ccc(-n2nc3c(c2NC(=O)c2ccco2)CS(=O)(=O)C3)cc1
i	0	0	2	-1	-1	-0.2	2	-2	i	O=C1CCC(C(=O)OCC(=O)Nc2cc(Cl)ccc2F)=NN1
i	-5	0	-3	-4	-6	-0.9	-5	6	i	Cc1cnc(C(=O)OCC(=O)NCCCc2ccccc2)cn1
i	2	-2	1	-1	3	0.0	-2	4	i	CC(C)CCN1CCN(Cc2nc(-c3ccccc3)cs2)CC1CCO (stereo not drawn)
i	-1	-3	-2	1	-1	0.8	6	3	i	O=C(Nc1nccs1)C1CCCN1S(=O)(=O)c1ccc(Cl)cc1 (stereo not drawn)
i	-6	21	-2	3	-3	1.2	4	7	i	COc1ccc(CCNC(=O)C(=O)NCC2OCCN2S(=O)(=O)c2cc(F)ccc2F)cc1OC (stereo not drawn)
i	-5	-10	1	-2	5	0.5	-6	1	i	O=S(=O)(NCCc1ccccn1)c1ccc(-c2ccccn2)s1
i	-8	3	-1	2	-1	-1.2	-4	4	i	CC1CN(c2nc3c(c(=O)n(C)c(=O)n3C)n2Cc2c(Cl)cccc2Cl)CC(C)O1 (stereo not drawn)
i	-11	4	-1	-1	-2	-1.4	-5	1	i	COc1ccc(C(=O)N2CC(=O)Nc3ccccc32)cc1S(=O)(=O)N1CCOCC1
i	8	1	2	-2	1	-2.7	-2	-1	i	Cc1ccc(S(=O)(=O)Nc2c(C)n(C)n(-c3ccccc3)c2=O)cc1C(=O)OC(C)C(=O)N(C)c1ccccc1 (stereo not drawn)
i	-4	-3	1	-2	1	-0.3	-5	-2	i	Cc1ccc(N(CC(=O)NC(C)(C)C)C(=O)CS(=O)CC(=O)Nc2ccc3c(c2)OCO3)cc1 (stereo not drawn)
i	5	-5	-4	-1	4	-0.9	-1	3	i	Cc1ccsc1/C=N/n1cnc2sc(C)c(C)c2c1=O
i	-4	3	3	1	1	0.0	7	0	i	CCOc1cc(-c2noc(CCCC(=O)NC3CCCCC3)n2)ccc1OC
i	-7	32	1	-2	3	-1.1	0	-4	i	OCC(O)C(O)C(O)c1cnn(-c2ccccc2)n1 (stereo not drawn)
i	2	-3	2	1	1	-1.8	-5	0	i	CC1CCCCN1C(=O)Cn1c(=O)n(CCC(=O)NCc2ccco2)c(=O)c2sccc21 (stereo not drawn)
i	-2	-8	1	4	1	-0.7	-5	1	i	CCC/C(=N\NC(=O)c1ccco1)c1ccc(Cl)s1
i	-1	-9	-1	0	5	2.1	-8	1	i	CC(C#N)Sc1ncnc2sc(-c3ccccc3)cc12 (stereo not drawn)
i	0	2	2	0	2	-1.2	-4	3	i	CCCc1cc(=O)[nH]c(SCC(=O)N(C)C2CCCCC2)n1
+	3	1	-7	-2	-1	-1.4	-3	-14	i	N#CC1(C#N)COC23CCCCC2C1(C#N)C(=N)O3 (stereo not drawn)
i	-9	4	-1	1	0	-0.2	2	-6	i	COc1ccccc1NC(=O)CSc1nc(O)c(Cc2ccccc2)c(=O)[nH]1
i	0	2	5	-2	3	-0.8	-4	0	i	Cc1cc(NC(=O)CSCC(=O)Nc2cc(Cl)ccc2N2CCN(C)CC2)no1
i	-4	1	0	0	4	-0.1	10	-2	i	COc1cccc(OC)c1C(=O)N1CCN(c2ccccn2)CC1
i	-3	-1	6	2	1	-0.6	2	-2	i	Cc1ccc(NC(=O)Nc2cccc(C(F)(F)F)c2)nc1
i	-7	-19	1	0	-7	0.4	-8	6	i	Cc1cccc(NC(=O)C2(c3ccc([N+](=O)[O-])cc3)CCCC2)c1
i	-4	-1	0	5	-1	7.3	2	-3	i	Cc1cc(OCCOc2cccc3cccnc23)c(C)cc1Cl
i	-7	1	-5	-3	3	-0.3	8	-3	i	COc1ccc(NC(=O)c2ccc(NC(=O)c3nc4nccc(C)n4n3)cc2)cc1
i	-7	-25	1	0	3	-0.9	-2	1	i	O=C(c1cccc(Oc2ccc([N+](=O)[O-])cc2Cl)c1)N1CCOCC1
+	-12	-3	0	-4	6	0.3	2	-2	i	CS(=O)(=O)Nc1ccc(C2=NN(C(=O)c3ccco3)C(c3ccccc3)C2)cc1 (stereo not drawn)
i	-18	0	-1	-2	-1	-2.3	-5	-4	i	CCCOC(=O)NC(CC)COC(=O)Nc1cc(C)ccc1C (stereo not drawn)
i	-3	-5	-2	0	1	-2.3	2	-1	i	CC(C)CCNC(=O)c1ccc(CS(=O)(=O)Cc2ccccc2F)o1
i	-6	-8	3	0	1	0.8	-5	1	i	Cc1cc(NC(=O)c2ccco2)c(=O)n(Cc2c(F)cccc2Cl)c1
i	12	-1	-3	0	-8	4.2	23	1	i	CCOC(=O)c1c(C)oc2ccc(NS(=O)(=O)c3ccc4c5c(cccc35)C(=O)N4)cc12
i	-4	8	0	3	1	-1.6	-3	0	i	O=C(c1cccc(S(=O)(=O)NCc2ccccc2)c1)N1CCCC1
.	14	-3&3	4	2	-1	3.4&3.5	11&23	2&-1	i	CCCCNc1c(-c2cccc(SC(C)CC)c2)nc2ccc(Cl)cn12 (stereo not drawn)
i	-10	12	3	1	-5	3.6	1	2	i	Cc1ccccc1C(=O)NC(=S)Nc1ccc(N2CCN(C(=O)c3ccccc3)CC2)cc1
i	-1	23	1	-4	5	0.9	-4	-5	i	O=C(CN(C1CC1)S(=O)(=O)c1ccc(S(=O)(=O)N2CCCCCC2)cc1)Nc1ccccc1
i	4	3	4	-1	0	1.6	-3	3	i	CCOC(=O)c1ccc(NC(=O)Oc2cc(C)c(Cl)cc2C(C)C)cc1
i	0	4	2	-3	-20	1.7	-7	2	i	COc1ccc(CN([C@H](CO)CC(C)C)S(=O)(=O)N(Cc2ccccc2)[C@H](CO)CC(C)C)cc1
i	-8	1	4	-1	3	-1.2	-4	5	i	COc1ccc(-c2noc(CCC(=O)O)n2)cc1
i	-6	-2	-4	0	3	1.0	-6	-3	i	CC(C)c1ccc2nc(NC(=O)C3CC3)sc2c1
i	-3	1	2	0	-2	-0.9	3	-15	i	Cc1noc(C)c1COc1ccc(C(=O)OCC(N)=O)cc1
i	.	3	1	-3	1	-2.2	-5	0	i	CC[C@@H](NC(=O)[C@@H](Cc1ccccc1)NC(=O)CC[C@H]1O[C@@H](n2ccc(=O)[nH]c2=O)[C@H](O)[C@@H]1O)c1ccccc1
i	-13	9	1	2	-2	-2.4	-2	0	i	O=C(C1CCN(S(=O)(=O)c2cccnc2)CC1)N1CCN(c2cccc(Cl)c2)CC1
i	-7	-2	3	-1	7	-2.3	-2	-3	i	Cc1c(O)ccc2c(=O)c(-c3nncn3-c3ccccc3)coc12
.	-8	-1	4	-1	-1	-1.4	1	3	i	Cc1cccc(Nc2nc3ccccc3n3nnnc23)c1
i	-7	-8	-1	1	-5	-0.8	0	3	i	CCOC(=O)c1nc2ccccc2nc1C

Next compounds
Neddyl block	Scp-1 inhibitor	SUMO1-SIM PPI	Rin1-Abl PPI inh	STEP inh	DNMT1 block	LMPTP block	NadD inh	CSN inh	Rpn11 inh	SMILES
i	-1	2	0	1	-1	-0.8	-2	-3	i	Cc1cc(NC(=O)COC(=O)CCS(=O)(=O)c2ccc(C)c(C)c2)no1
i	-3	2	-5	-3	0	0.6	-2	-4	i	Cc1ccc(C(=O)NNC(=O)c2cccc(C)c2)cc1
i	.	2	.	.	.	1.4	.	1	.	Cc1ccc(S(=O)(=O)N2CC3C(=O)CC(c4ccccc4)N(S(=O)(=O)c4ccc(C)cc4)C3CC2c2cccc(Cl)c2)cc1 (stereo not drawn)
i	-6	-1	-1	17	1	1.4	-1	-5	i	Cc1cccc(C)c1NC1=NC(=S)N(c2ccccc2)C12CCOC(C)(C)C2 (stereo not drawn)

2 compounds picked at random from the list so far, as already listed:
Neddyl block	Scp-1 inhibitor	SUMO1-SIM PPI	Rin1-Abl PPI inh	STEP inh	DNMT1 block	LMPTP block	NadD inh	CSN inh	Rpn11 inh	SMILES
i	.	2	.	.	.	1.4	.	1	.	Cc1ccc(S(=O)(=O)N2CC3C(=O)CC(c4ccccc4)N(S(=O)(=O)c4ccc(C)cc4)C3CC2c2cccc(Cl)c2)cc1 (stereo not drawn)
i	-3	2	-5	-3	0	0.6	-2	-4	i	Cc1ccc(C(=O)NNC(=O)c2cccc(C)c2)cc1
